High-throughput results: PubChem, NMMLSC
Myeloid diff MLP: compounds promoting myeloid differentiation; ER-HoxA9 myeloid progenitors, lysozyme-GFP differentiation, flow cytometry; calls only at 10 µM; actives 1% (n = 360,000); AID 624256;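 active = normalized GFP-positive differentiation at or above the plate's own cutoff, the solvent-only control mean plus 3 SD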;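 also: cells exposed to compound for four days before flow analysis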
Myeloid diff MLP GFP+ MAC1+ %: further read-out of Myeloid diff MLP, marked with its call; GFP+ MAC1+ double positive, %; measured here: differentiation confirmed by MAC1 staining
Starred values were filed as active, the others as inactive; i = inactive; + = active, no number.

Values in the order: Myeloid diff MLP	Myeloid diff MLP GFP+ MAC1+ %
CCC(CC)CC1CN2CCc3cc(OC)c(OC)cc3C2CC1(O)CC (stereo unspecified)
 : i	1.0
CC1=C(C(=O)N2CCOCC2)CC(CC(=O)NCCCN(C)C)C(=O)N1Cc1ccc(C(C)(C)C)cc1 (stereo unspecified)
 : i	0.8
Cc1cccc(C)c1NC(=O)C1c2ccccc2OCC(=O)N1Cc1ccccc1 (stereo unspecified)
 : i	0.5
COc1ccc(Cl)cc1-c1cc(C(=O)NCc2cccs2)[nH]n1
 : i	0.7
CC1(C)COC(Cc2ccccc2)=N1
 : i	0.9
CCCCN(C=O)c1c(CC)nc2ccc(C(=O)NCc3cccs3)cn12
 : i	1.2
CCOC(=O)C1=CCC(c2ccccc2Cl)N(S(=O)(=O)c2ccc(C)cc2)C1 (stereo unspecified)
 : i	1.0
O=C(c1ccco1)N1CCN(C2CN(Cc3ccccc3)S(=O)(=O)C2)CC1 (stereo unspecified)
 : i	2.0
COc1cccc(C(NC(C)=O)c2nc(-c3ccncc3)cs2)c1 (stereo unspecified)
 : i	0.9
CN1OC[C@@H]2CN(S(=O)(=O)c3cccc(C(F)(F)F)c3)[C@H](c3ccc(N4CCCCC4)cc3)C[C@@H]21
 : i	0.7
COc1cccc(C(NC(C)=O)c2nc(-c3ccc(OC)nc3)cs2)c1 (stereo unspecified)
 : i	0.4
CC(C)C(=O)N1CCCC1(C)C(=O)NCc1ccccn1 (stereo unspecified)
 : i	0.6
Cc1cncc(NCc2cccc(Cl)c2)n1
 : i	1.3
CC(O)(c1ccc(F)c(F)c1)c1nc(-c2cccc(C(F)(F)F)c2)cs1 (stereo unspecified)
 : i	0.5
O=S1(=O)CC(N2CCCCC2)CN1Cc1cn(Cc2ccc(F)cc2)nn1 (stereo unspecified)
 : i	1.1
Cc1cccc(C)c1OCCOC(=O)c1ccc(S(=O)(=O)N2CCCC2)cc1
 : i	0.4
O=C(Nc1ccc2c(c1)OCO2)C1Cc2c(-c3cccnc3)ccnc2O1 (stereo unspecified)
 : i	0.2
NC(=O)c1cccc(-c2coc3c(C(=O)NCc4cccnc4)cccc23)c1
 : i	1.8
CC1=C(C(=O)N(C(C)C)C(C)C)CC(CC(=O)NC2CC2)C(=O)N1CCC1=CCCCC1 (stereo unspecified)
 : i	0.7
CCCC(=O)N1CCC1(C)C(=O)Nc1cc(OC)c(OC)c(OC)c1 (stereo unspecified)
 : i	0.4
CC(C)c1ccc(NC(=O)C2Cc3c(-c4ccccc4Oc4ccccc4)ccnc3O2)cc1 (stereo unspecified)
 : i	0.7
CC1(C(=O)NS(=O)(=O)c2ccccc2Cl)CCN1C(=O)Cc1cc(F)ccc1F (stereo unspecified)
 : i	0.6
Cc1cnc(C(=O)N(c2ccccc2)C(c2ccccc2)c2nc3ccccc3[nH]2)cn1 (stereo unspecified)
 : i	0.4
CC1(C(=O)NS(=O)(=O)C2CC2)CCCN(C(=O)c2ccccc2)C1 (stereo unspecified)
 : i	1.9
COc1ccccc1NC(=O)N(C)C[C@@H]1OCc2cn(nn2)CCCC(=O)N([C@H](C)CO)C[C@H]1C
 : i	0.5
CCC(c1nnnn1-c1ccc2c(c1)OCCO2)N1CCN(c2ccc(C(F)(F)F)cc2[N+](=O)[O-])CC1 (stereo unspecified)
 : i	1.1
COCCNc1ncnc2c1ncn2[C@H]1CN(Cc2ccco2)C[C@@H](CO)O1
 : i	2.4
CCOC(=O)[C@]12CCCC=C1N(Cc1ccco1)C(=O)[C@H](CC(=O)NCCCOC)C2
 : i	0.6
Oc1cccc(-c2ccc3nccn3c2)c1
 : i	1.1
COc1cc(NC(=O)COc2ccc([N+](=O)[O-])cc2)ccc1NC(=O)c1ccco1
 : i	0.8

Entries of single compounds from above. Order of screens: Myeloid diff MLP, Myeloid diff MLP GFP+ MAC1+ %
Oc1cccc(-c2ccc3nccn3c2)c1 as listed: i, 1.1
COCCNc1ncnc2c1ncn2[C@H]1CN(Cc2ccco2)C[C@@H](CO)O1 as listed: i, 2.4
CCC(c1nnnn1-c1ccc2c(c1)OCCO2)N1CCN(c2ccc(C(F)(F)F)cc2[N+](=O)[O-])CC1 (stereo unspecified) as listed: i, 1.1
COc1cc(NC(=O)COc2ccc([N+](=O)[O-])cc2)ccc1NC(=O)c1ccco1 as listed: i, 0.8
CC(C)c1ccc(NC(=O)C2Cc3c(-c4ccccc4Oc4ccccc4)ccnc3O2)cc1 (stereo unspecified) as listed: i, 0.7

The list continues:
Values in the order: Myeloid diff MLP	Myeloid diff MLP GFP+ MAC1+ %
COc1ccc(N/C(N)=N/c2nc(C)cc(C)n2)cc1
 : i	0.3
COc1ccc(-c2nc3cc(C)c(Br)c(C)n3c2Cc2cccc(F)c2)cc1OC
 : i	0.4
CCCn1c(=S)[nH]c2cc(C(=O)N3CCN(C)CC3)ccc2c1=O
 : i	2.3
Cc1cc(OCC(=O)Nc2nccs2)c2c(C)c(C)c(=O)oc2c1
 : i	0.2
COc1ccc(NC(=O)C2(C)CCN2C(=O)CC2CCCC2)cc1OC (stereo unspecified)
 : i	1.1
COc1ccc(-c2ccc(C(=O)NCC3CCOCC3)c3occc23)c(C)c1
 : i	1.2
O=S1(=O)CCN(C2CCCCCCC2)CC1
 : i	0.8
N#CCC(=O)Nc1ccc(C(=O)OCC(=O)Nc2cccc3ccccc23)cc1
 : i	0.6
CC1(c2ccc(F)cc2)OC(=O)c2c1ccc1ccccc21 (stereo unspecified)
 : i	2.8
COc1cc(OC)cc(-c2noc(-c3csc([C@@H]4O[C@H](CO)[C@H](O)[C@H](O)[C@H]4O)n3)n2)c1
 : i	0.4
Cc1n[nH]c2ccc(Br)cc2c1=O
 : i	2.0
O=C(NCc1ccncc1)C1Cc2c(-c3ccccc3Oc3ccccc3)ccnc2O1 (stereo unspecified)
 : i	0.7
CC(C)NC(=O)c1ccc2nc([C@@H]3O[C@H](CO)[C@H](O)[C@H](O)[C@H]3O)[nH]c2c1
 : i	0.6
CC(=O)NC(c1cccc(F)c1)c1nc(-c2cccc(C(C)C)c2)cs1 (stereo unspecified)
 : i	0.3
Cn1cnc(S(=O)(=O)N2CCCCC2c2cc(C(=O)Nc3cccc4c3CCCC4)no2)c1 (stereo unspecified)
 : i	1.1
CN(C)c1ncnc2c1ncn2[C@H]1CN(Cc2cccs2)C[C@@H](CO)O1
 : i	1.3
COc1ccc(-n2nnnc2C(c2ccnc3ccccc23)N2CCN(C/C=C/c3ccccc3)CC2)cc1 (stereo unspecified)
 : +	6.8*
CC(C)(C)OC[C@H](NC(=O)c1[nH]cnc1C(=O)Nc1ccccc1F)C(=O)OC(C)(C)C
 : i	0.3
CC1(C(=O)O)CCN1C(=O)c1cccc(OC(F)(F)F)c1 (stereo unspecified)
 : i	0.3
O=C(O)c1sccc1S(=O)(=O)N1CCCCC1
 : i	1.6
COc1ccc(NC(=O)Nc2ccc3c(c2)C(=O)N([C@H](C)CO)C[C@H](C)[C@@H](CN(C)Cc2ccc(Cl)c(Cl)c2)OCCCC[C@@H](C)O3)cc1
 : i	0.3
COc1cc(N(C(C)=O)c2ccc(O)c(C(=O)O)c2)c2ncccc2c1
 : i	0.8
COC(=O)[C@@]1(Cc2ccc(OC)cc2)[C@H]2c3cc(C(=O)N4CCCC4)n(CCN4CCOCC4)c3C[C@H]2CN1C(=O)c1ccccc1
 : i	0.8
COC(=O)C[C@@H]1CC[C@@H](NS(=O)(=O)c2ccc(OC)cc2)[C@@H](CO)O1
 : i	2.2
CC(=O)Nc1ccc(C(=O)N2CCCCC2c2cc(C(=O)NCc3cccnc3)no2)cc1 (stereo unspecified)
 : i	1.4
CCCCCCCC1=NN(c2ccc(S(=O)(=O)O)cc2)C(=O)C1N=O (stereo unspecified)
 : i	0.5
OC[C@@H]1CN(Cc2ccco2)C[C@H](n2cnc3c(NCc4ccncc4)ncnc32)O1
 : i	2.3
Cc1cccc(C)c1NC(=O)C1c2ccccc2OCC(=O)N1Cc1cccnc1 (stereo unspecified)
 : i	1.2
CC(C)Oc1ccc(CN2CCC2(C)C(=O)Nc2cnc3ccccc3c2)cc1 (stereo unspecified)
 : i	0.7
COc1cc(NC(=O)Nc2nc(C(N)C3CCCCC3)cs2)cc(OC)c1OC (stereo unspecified)
 : i	0.3

Next part, overlapping the part above by six compounds.
Values in the order: Myeloid diff MLP	Myeloid diff MLP GFP+ MAC1+ %
CC(=O)Nc1ccc(C(=O)N2CCCCC2c2cc(C(=O)NCc3cccnc3)no2)cc1 (stereo unspecified)
 : i	1.4
CCCCCCCC1=NN(c2ccc(S(=O)(=O)O)cc2)C(=O)C1N=O (stereo unspecified)
 : i	0.5
OC[C@@H]1CN(Cc2ccco2)C[C@H](n2cnc3c(NCc4ccncc4)ncnc32)O1
 : i	2.3
Cc1cccc(C)c1NC(=O)C1c2ccccc2OCC(=O)N1Cc1cccnc1 (stereo unspecified)
 : i	1.2
CC(C)Oc1ccc(CN2CCC2(C)C(=O)Nc2cnc3ccccc3c2)cc1 (stereo unspecified)
 : i	0.7
COc1cc(NC(=O)Nc2nc(C(N)C3CCCCC3)cs2)cc(OC)c1OC (stereo unspecified)
 : i	0.3
COc1ccc(CC(=O)OCC(=O)N2c3ccccc3CC2C)cc1OC (stereo unspecified)
 : i	1.0
O=C(Nc1ccccc1Cl)c1cc(S(=O)(=O)N2CCC3(CC2)OCCO3)ccc1F
 : i	0.4
CN(C)c1ccc(CC(=O)N2CCCCC2c2cc(C(=O)Nc3cccc4c3CCCC4)no2)cc1 (stereo unspecified)
 : i	1.8
O=C1C2C3C=CC(C3)C2S(=O)(=O)C2C3C=CC(C3)C12 (stereo unspecified)
 : i	0.6
CCCC1NC(=O)c2cccnc2-n2c1nc1ccc(Br)cc1c2=O (stereo unspecified)
 : i	2.0
CN1CCC(N2CCN(C3CN(C4CCCCC4)S(=O)(=O)C3)CC2)CC1 (stereo unspecified)
 : i	0.8
COc1cccc(CNC(=O)COC(=O)c2ccc(N3CCCC3=O)cc2)c1
 : i	0.6
COC(=O)c1ccc2nc(-c3ccc(Cl)cc3)c(Cc3cccc(Cl)c3)n2c1
 : i	2.9
COC(=O)c1ccc2nc(-c3cccc(Cl)c3)c(Cc3ccccc3)n2c1
 : i	1.2
Cc1ccc(S(=O)(=O)N2C3CC(c4ccccc4)N(S(=O)(=O)c4cccc(Cl)c4)CC3C(=O)C[C@H]2c2ccccc2)cc1 (stereo partly specified)
 : i	2.5
CCOC(=O)[C@]12CCC=C1N(CCC1=CCCCC1)C(=O)[C@H](CC(=O)NCc1ccc(OC)c(OC)c1)C2
 : i	0.9
CCC(Sc1nc2ccsc2c(=O)n1Cc1ccc(C(=O)O)cc1)C(=O)Nc1cccc(OC)c1 (stereo unspecified)
 : i	1.2
C[C@@H]1CN([C@@H](C)CO)C(=O)CCCn2nncc2CO[C@@H]1CN(C)C(=O)Nc1ccccc1C(F)(F)F
 : i	1.2
COCCNC(=S)Nc1ccc(N2CCOCC2)c(S(=O)(=O)Nc2ccc(Cl)cc2)c1
 : i	0.9
Clc1cccc(CNc2ccn3nc(-c4ccc(OCc5ccccc5)cc4)cc3n2)c1
 : +	4.7*
CCc1nc2ccc(C(=O)N(C)Cc3ccco3)cn2c1N(C)CCCc1ccccc1
 : i	2.0
CCCCC(=O)N(C)c1c(CC)nc2c(OCc3ccc(C(F)(F)F)cc3)cccn12
 : i	0.2
CCC(C(=O)NCc1ccccc1)n1c(-c2ccc3c(c2)CCO3)nc2ccccc21 (stereo unspecified)
 : i	8.1
ClC1=CN(C2=NCCC2)CC1
 : i	1.0
COc1ccccc1-c1cnc2c(c1)C(=O)N([C@@H](C)CO)C[C@H](C)[C@H](CN(C)C)O2
 : i	2.9
CCCCNC(=O)C1(C)CCCCN1C(=O)c1cc2ccccc2s1 (stereo unspecified)
 : i	1.3
Cc1cc(N2CCN(C(c3ccnc4ccccc34)c3nnnn3-c3c(C)cccc3C)CC2)c2ccccc2n1 (stereo unspecified)
 : i	2.2
Cc1cc2c(cc1C)-c1nnnn1C(N1CCC(Cc3ccccc3)CC1)C(=O)N2 (stereo unspecified)
 : i	1.2
CC1(C(=O)NS(=O)(=O)c2ccccc2C(F)(F)F)CCN1C(=O)CCC1CCCC1 (stereo unspecified)
 : i	0.7
CCc1ccccc1Nc1nc2ccccc2[nH]1
 : i	0.0
CCCc1cc(=O)oc2cc(OCC(=O)N3CC[C@@]4(O)CCCC[C@H]4C3)ccc12
 : i	5.9
CC(C)(C)C1CCN2CCCC(c3ccccc3)(C1)C2=O (stereo unspecified)
 : i	0.6
OC[C@H]1O[C@@H](c2nc3ccc(-c4nc(-c5ccc(Br)cc5)no4)cc3[nH]2)C[C@@H]1O
 : i	1.4
CC(=O)c1cccc(NC(=O)c2cccc3c(-c4cnn(C)c4)coc23)c1
 : i	0.3
COc1cccc(C(NC(C)=O)c2nc(-c3ccccc3)cs2)c1 (stereo unspecified)
 : i	0.8
CSCCC(NS(=O)(=O)Cc1ccccc1)C(=O)NNc1ccccc1 (stereo unspecified)
 : i	0.9
CCCCCCN1C[C@H](O)[C@@H](n2cc(COC(=O)c3ccccc3)nn2)C[C@@H]1c1ccc(C)cc1
 : i	2.4
CCc1nc2c(OCc3ccc(F)cc3)cccn2c1N(C)C(=O)c1ccncc1
 : i	0.4
O=CNc1cc(-c2cccc(F)c2)cn2c(-c3ccc(F)c(Cl)c3)cnc12
 : i	1.2
O=C(c1cccc(Cl)c1)N1CCN(c2ccc3c(c2)C2CC3CCN2C(=O)OCc2ccccc2)CC1 (stereo unspecified)
 : i	0.8
O=C(NCc1ccccc1)c1nc(-c2c(F)cccc2F)oc1-c1ccccc1
 : i	2.0
O=C(C[C@H]1C[C@@H]2c3cc(NC(=O)c4ccc5c(c4)OCO5)ccc3O[C@@H]2[C@H](CO)O1)NCc1cc(F)ccc1F
 : i	2.2
CSc1ccc(NC(=O)C2(C)CCN2C(=O)c2ccccc2CCc2ccccc2)cc1 (stereo unspecified)
 : i	0.8
O[C@H]1C[C@H](c2ccccc2)N(Cc2cccs2)C[C@@H]1n1cc(-c2ccc(F)cc2)nn1
 : i	0.6

Only part of the results is shown; count on the stated rates, not on these rows.
